All columns: NCI-60 one-dose screen, growth in % after 48 h at 10 µM unless noted; 100 = growth as untreated, 0 = no growth, -100 = all killed.
RPMI-8226: RPMI-8226 leukemia cells; 77,000 compounds, 7.5% hits
HOP-62: HOP-62 NSCLC; AID 1794735; 80,000 compounds, 3.9% hits
K-562: K-562 leukemia | 78,000 compounds, 7.4% hits | AID 1794777
HOP-92: HOP-92 NSCLC cells; 71,000 compounds, 6.3% hits
CCRF-CEM: CCRF-CEM leukemia; 77,000 compounds, 7% hits; AID 1794778
SR: SR leukemia cells; 73,000 compounds, 8.7% hits
MOLT-4: MOLT-4 leukemia cells; 80,000 compounds, 6.9% hits
MDA-MB-435: MDA-MB-435 melanoma | 82,000 compounds, 7.8% hits
* marks the source's active call; other numbers are inactive results; / = not tested or not shown; & = joins results of further samples; [ ] = dose if it differs, or a comment. The calls were made as follows: active = growth percent below 10; inactive = the rest. Rows were taken by chance. About 14% of those tested had a hit in this group.

Results follow in this order: RPMI-8226	HOP-92	CCRF-CEM	MOLT-4	MDA-MB-435	HOP-62	K-562	SR
> O=C(c1ccc(Cc2n[nH]c(=O)c3cccnc23)cc1)N1CCCC1
→ 110	116	110	112	111	107	106	123
> O=C(NC(Cc1c[nH]c2ccccc12)C(=O)O)OCC1c2ccccc2-c2ccccc21 (stereo not given)
→ 106	110	107	86	110	94	96	91
> O=C(CCCCCCCCCCBr)OCc1ccccc1
→ 111	/	100	101	99	121	110	105
> O=S(=O)(O)CCCCCCc1ccccc1
→ 97	85	99	102	103	94	114	103
> O=C1c2ccccc2-c2cc(Br)ccc2NC1O (stereo not given)
→ 89	87	98	106	100	104	107	103
> COc1cc(/C=C2\SC(=S)NC2=O)ccc1OCCCCOc1ccc(/C=C2\SC(=S)NC2=O)cc1OC
→ 94	70	94	120	103	97	131	113
> CCCOC(=O)N[C@H]1CCc2c(Cl)c(OC)c(OC)c(OC)c2-c2ccc(SC)c(=O)cc21
→ -3.0*	-2.6*	7.4*	8.0*	-27*	41	9.7*	4.6*
> N=C(N=Nc1c(O)[nH]c2ccccc12)C(=N)N=Nc1c(O)[nH]c2ccccc12
→ 101	85	102	99	112	104	105	92
> Nc1cc2cc(Br)ccc2c(=O)n1NC(=O)c1ccc(Br)cc1
→ 108	102	97	104	106	114	101	100
> N#Cc1cnc2ccc(NCc3cnc[nH]3)cc2c1Nc1ccc(F)c(Cl)c1
→ 83	52	71	80	92	94	67	66
> COC(=O)/C(CCC=C(C)C)=C1\[C@@H](OC(C)=O)C[C@@]2(C)[C@H]1C[C@@H](O)[C@H]1[C@@]3(C)CC[C@@H](OCCC#N)[C@@H](C)[C@@H]3CC[C@@]12C
→ 22	/	66	33	70	83	43	52
> O=c1c(F)cnc2n1Cc1ccccc1CO2
→ 58	65	63	73	100	95	81	63
> Nc1nc2nc[nH]c2c(=O)[nH]1
→ 100	101	126	110	107	95	126	111
> O=c1c2ccccc2nc(-c2ccccc2)n1/N=C/c1ccc2c(c1)OCO2
→ 118	34	106	/	95	53	/	/
> CCC(c1ccc(OC)cc1)C(CC)c1ccc(N(C)C)cc1 (stereo not given)
→ 102	107	99	94	100	102	89	89
> CC1CCC2NC(=O)C3(C2C1)C(C(=O)C1CCCCC1)C1(C(=O)NC2CCCCC21)C1CCCN13 (stereo not given)
→ 46[20 µM]	62[20 µM]	72[20 µM]	60[20 µM]	93[20 µM]	73[20 µM]	64[20 µM]	71[20 µM]
> COc1c2ccoc2cc2oc(=O)ccc12
→ /	70	95	/	88	114	110	/
> c1ccc(/C(=N/c2sc(-c3ccccc3)nc2-c2ccccc2)N2CCN(c3ccccc3)CC2)cc1
→ 99	/	98	107	101	110	88	96
> NC(=O)CCn1cc(-c2ccc3ncnc(Nc4cc(O)c(F)cc4F)c3c2)nn1
→ 105	103	105	84	105	88	107	/
> COc1cc(C(O)c2nc3ccccc3s2)cc(OC)c1OC (stereo not given)
→ 19	/	62	77	93	83	63	56

Single records, from the list above.
COc1cc(C(O)c2nc3ccccc3s2)cc(OC)c1OC (stereo not given) is listed with RPMI-8226: 19; HOP-92: /; CCRF-CEM: 62; MOLT-4: 77; MDA-MB-435: 93; HOP-62: 83; K-562: 63; SR: 56
N=C(N=Nc1c(O)[nH]c2ccccc12)C(=N)N=Nc1c(O)[nH]c2ccccc12 is listed with RPMI-8226: 101; HOP-92: 85; CCRF-CEM: 102; MOLT-4: 99; MDA-MB-435: 112; HOP-62: 104; K-562: 105; SR: 92

More records
Results follow in this order: RPMI-8226	HOP-92	CCRF-CEM	MOLT-4	MDA-MB-435	HOP-62	K-562	SR
> Cn1c(=S)c2[nH]c(SC3CCCC3)nc2n(C)c1=O
→ 94	/	91	103	96	106	107	97
> Cc1nc2c(=O)[nH]c(=S)[nH]c2[nH]c1=O
→ 105&104	111	104&101	103&100	102&107	99&108	102	112
> COc1cc(C(=O)/C=C/c2ccc3nc(-c4cc(F)cc(F)c4)sc3c2)cc(OC)c1OC
→ 91	83	/	103	106	92	100	103
> CC1(C)CC(=O)C2=C(C1)OC1=C(C(=O)CC(C)(C)C1)C2c1ccc(OCc2cn(-c3ccc(F)cc3)nn2)cc1
→ 83	101	77	81	90	121	71	58
> CS(=O)(=O)c1cccnn1
→ 97	75	85	132	104	103	84	167
> CCc1ccc(CCC(=O)Nc2ncc(Cc3cc(Cl)ccc3Cl)s2)o1
→ 12	52	10	15	-43*	30	9.7*	15
> O/N=C(/Cc1ccccc1)c1ccccc1
→ 98	92	94	102	108	98	103	104
> COc1ccc(/C=N/c2n[nH]c(Nc3ccccc3)n2)cc1OC
→ 103	105	100	107	102	89	101	100
> Cc1ccc(S(=O)(=O)N\N=C2/C=C\C(=N\NS(=O)(=O)c3ccc(C)cc3)CCc3ccc(cc3)CC2)cc1
→ 84	85	91	85	99	100	87	85
> CC/C=C1/C(=O)C=C[C@@H]1C/C=C\CCCC(=O)O
→ 20	121	/	9.6*	54	80	25	20
> COc1ccc(-c2nc3c(C)cccn3c2C(C)=O)cc1
→ 94	74	94	95	104	88	112	101
> N#CNc1nc2ccccc2[nH]1
→ 88	66	99	101	126	103	101	/
> COc1ccc(-c2csc(NC(=O)CSc3nc(C)c(-c4ccccc4)n3Nc3ccccc3)n2)cc1
→ 31	/	28	31	56	71	25	41
> O=C1c2ccccc2CC2(O)C(c3ccccc3)NCC(O)CN12 (stereo not given)
→ 99	108	102	116	106	105	99	95
> CC1(C)CNC(=S)N1Cc1ccccc1
→ 102	/	102	95	108	107	86	93
> Cc1nc2sccn2c1-c1nnc(SCc2ccccc2)o1
→ 79	72	91	88	97	100	76	87
> CCOc1cc2c(cc1OCC)C(c1cc(Cl)ccc1O)NCC2 (stereo not given)
→ 58	64	91	79	95	105	70	75
> CCCCNC(C)(C)COC(=O)c1ccc(N)cc1
→ 99	76	100	84	96	94	87	84
> Cc1nc2ccc(N)nc2nc1C
→ 101	/	94	103	103	112	109	107
> CS(=O)(=O)Nc1ccccc1N
→ 100	95	103	105	114	106	109	104
> Cc1c(CC(=O)N(C)CCO)cc(-c2ccc(Cl)cc2)n1-c1ccccc1
→ 91	96	101	96	103	106	82	92
> CC(=O)Oc1ccc2ccccc2c1CN(Cc1ccccc1)C(C)=O
→ 74	76	87	87	97	84	92	83
> CCC(NN)C(=O)OCc1ccccc1 (stereo not given)
→ 100	85	93	74	108	100	87	77
> COc1ccc(Cl)cc1-c1nc(C)c(C(C)=O)c(-c2cccc(Oc3ccccc3)c2)n1
→ 73	70	79	61	31	93	26	41
> Cc1ccc(N)c(Br)c1
→ 99	76	98	96	101	96	105	104
> COc1cc2c(cc1OC)C1Cc3cc(OC)c(OC)cc3C(C2)N1
→ 104	/	100	108	94	106	103	103
> C=C(C)[C@@H]1CC[C@]2(C)[C@H](CC=C3[C@@H]4[C@@H](C)[C@H](C)CC[C@]4(C(N)=O)CC[C@]32C)[C@@]1(C)CCC#N
→ -21*[100 µM]	-38*[100 µM]	-7.6*[100 µM]	-1.0*[100 µM]	1.0*[100 µM]	-1.0*[100 µM]	7.4*[100 µM]	30[100 µM]
> N#Cc1c(-c2ccc(O)cc2)c2c(N)nn(-c3ccccc3)c2[nH]c1=O
→ 101	97	110	98	108	100	107	115
> Clc1ccc2oc3c(NCCCN4CCOCC4)c4ccccc4nc3c2c1
→ 11	33	28	4.1*	22	44	1.6*	1.9*
> CN(C)c1cccc2c(S(=O)(=O)Nc3cccc(-c4csc(NCCOCCOCCNc5cccc6c5C(=O)N(C5CCC(=O)NC5=O)C6=O)n4)c3)cccc12 (stereo not given)
→ 44	65	56	/	105	96	/	/
> O=C(Nc1ccc(Cl)c(Cl)c1)NS(=O)(=O)c1cnccc1Oc1ccc(F)cc1
→ -41*	53	2.8*	52	87	81	20	51
> CCc1cccc(CC)c1NC(N)=S
→ 86	98	109	51	100	103	46	97
> COc1ccc(/C=C/c2nc3ccccc3n3c(=S)[nH]nc23)cc1
→ 81	89	83	81	84	95	85	74
> COc1ccc(-c2nc3sc(C)nn3c2-c2nc3ccc(C)cc3[nH]2)cc1
→ 83	71	87	78	101	110	88	73
> COc1ccc(-c2c(-c3ccccc3)nc3sc4cc(OC)ccc4n23)c(OC)c1
→ 73	/	82	74	15	85	47	69
> COc1ccc(NC(=O)Oc2c(C)cc(Cl)cc2[N+](=O)[O-])cc1
→ 102	99	100	102	105	98	99	90
> Oc1ccc2ccccc2c1-c1c(O)ccc2ccccc12
→ 86	87	101	67	81	102	67	101
> CCn1ncc2c(NNC(=O)Cc3ccc(Br)cc3)ncnc21
→ 97	98	93	94	100	95	112	92
> CN=C1N[N+]2=CCCCC2(C)S1 (stereo not given)
→ 106	105	103	101	106	100	97	113
> CC(=O)OC(COC(c1ccccc1)(c1ccccc1)c1ccccc1)C(OC(C)=O)C(OC(C)=O)C(COC(c1ccccc1)(c1ccccc1)c1ccccc1)OC(C)=O (stereo not given)
→ 92	76	/	109	109	108	118	/

Just HOP-62 (five entries from above):
Compound	HOP-62
COc1ccc(NC(=O)Oc2c(C)cc(Cl)cc2[N+](=O)[O-])cc1	98
CN(C)c1cccc2c(S(=O)(=O)Nc3cccc(-c4csc(NCCOCCOCCNc5cccc6c5C(=O)N(C5CCC(=O)NC5=O)C6=O)n4)c3)cccc12 (stereo not given)	96
Nc1nc2nc[nH]c2c(=O)[nH]1	95
O/N=C(/Cc1ccccc1)c1ccccc1	98
NC(=O)CCn1cc(-c2ccc3ncnc(Nc4cc(O)c(F)cc4F)c3c2)nn1	88

(further entries)
Results follow in this order: RPMI-8226	HOP-92	CCRF-CEM	MOLT-4	MDA-MB-435	HOP-62	K-562	SR
> O=C(O)c1ccc(N/C=C/C(=O)c2ccc(F)cc2)cc1
→ 97	114	107	109	100	102	110	101
> Cc1ccc2c(c1)/C(=N/c1n[nH]c(=S)s1)C(=O)N2
→ 93	90	94	93	84	79	47	87
> COc1ccc2c(c1)O/C(=C\c1ncc([N+](=O)[O-])n1C)C2=O
→ -1.2*	/	4.9*	2.9*	-78*	-20*	1.6*	7.6*
> Cc1cc(Nc2c3ccccc3nc3ccccc23)ccc1NS(C)(=O)=O
→ 31	-5.4*	/	2.3*	37	37	18	-6.9*
> COc1ccc(Nc2ccc(C(N)=O)c(NCCCNC(=O)C3CCC3)n2)cc1
→ 91	53	78	78	89	45	86	64
> C/C(=N\O)c1ccc(NC(=O)CSc2nc3[nH]c(=O)n(C)c(=O)c3[nH]2)cc1
→ 112	64	93	106	96	100	/	114
> O=C(O)CCCN1C(=O)/C(=C/c2ccccc2)SC1=S
→ 100	/	106	118	98	108	95	94
> N#C/C(=C\c1ccccc1)C(=O)Nc1cc(-c2ccccc2)nn1-c1ccccc1
→ 112	90	103	99	100	100	100	101
> O=C1Nc2ccccc2C1=Nc1ccccc1-c1ccccc1
→ /	76	72	66	26	/	39	50
> Cc1ccc(S(=O)(=O)NCCNc2nccc(-n3cnc4ccccc43)n2)cc1
→ 53	58	69	55	84	70	56	54
> Cc1ccc(S(=O)(=O)O)c(C)c1
→ /	92	100	99	107	95	99	95
> N#Cc1cc(NC(=O)Nc2nnc(-c3ccncc3)s2)ccc1-c1cn[nH]c1
→ 103	95	96	102	97	89	104	83
> Nc1ccc(N=Nc2ccc(S(=O)(=O)O)cc2)cc1
→ 96	92	85	101	106	100	111	116
> C#CCNC(=O)[C@]12CCC(C)(C)C[C@@H]1C1=CC[C@@H]3[C@@]4(C)Cc5c([nH]c6ccccc56)C(C)(C)[C@@H]4CC[C@@]3(C)[C@]1(C)CC2
→ 87	86	93	82	103	89	87	91
> Cc1ccc(NC(=O)COc2ccc(/C=N/Nc3nc4ccccc4s3)cc2)cc1
→ 97	112	98	93	105	89	91	/
> O=C(O)CC(=O)NC1c2ccccc2Oc2ccccc21
→ 114	93	107	88	95	92	93	101
> CCCOc1cc2c(cc1CCC)OCO2
→ 99	88	95	111	104	102	106	115
> CC1CCCN(/N=N/c2nc3c([nH]2)c(=O)n(C)c(=O)n3C)C1 (stereo not given)
→ 100	85	92	96	101	106	97	106
> Nc1nc(Nc2ccccc2)n(Cc2cccc(Br)c2)n1
→ 91	112	98	99	110	116	102	94
> CC(=O)NCCCOc1ccc([N+](=O)[O-])cc1Cl
→ 97	/	96	113	110	114	106	/
> O=c1c2cc(Br)cc(Br)c2nc(-c2ccc(Cl)cc2)n1/N=C\c1ccccc1F
→ /	/	72	74	81	27	72	81
> COc1cc([C@H]2c3c(O)c(O)c4oc5ccccc5c(=O)c4c3[C@]3(OC)C=C(C)CC(C)(C)[C@H]23)c2c(=O)c3ccccc3oc2c1O
→ 50	99	26	21	74	62	37	24
> C1=C\c2ccc(c(-c3nnc(Nc4ccccc4)o3)c2)/C=C\c2ccc/1cc2
→ 50	84	59	44	92	122	69	61
> CCOC(=O)c1cc(C(=O)OCC)n2c1ccc1c3ccccc3ccc12
→ 98	113	100	112	108	93	101	95
> COc1cc(O)c(C(C)=O)c(OC)c1O
→ 102	88	101	102	96	101	115	110
> CCCCCCCCCCCCCCCCNC(=S)N/N=C/c1ccc(Cl)c(Cl)c1
→ 106	110	105	94	106	103	100	91
> COc1ccc(/C=C(/C(=O)N2CCN(Cc3ccccc3)CC2)c2cc(OC)c(OC)c(OC)c2)cc1
→ 105	82	99	97	72	91	85	82
> Cn1cc(-c2nc(-c3cn(C)c4c(Cl)nccc34)cs2)c2cc(F)ccc21
→ 66	101	70	63	72	110	54	56
> C=C(C)C(CCc1nc(N)nc(N)n1)(CCc1nc(N)nc(N)n1)C(C)=O
→ 110	97	107	87	111	96	99	79
> CCc1cc2c(c3ccc(C(=O)CBr)cc13)CCCC2
→ 113	109	114	86	107	92	86	92
> O=C(Nc1ccc(F)c(Cl)c1)Nc1ccc2oc(=O)ccc2c1
→ 59	83	85	76	102	100	68	88
